DSG3 Ab inh – human desmoglein-3 autoantibody binding inhibition; P32926; DSG3-coupled beads, scFv-anti-DSG3-GFP binding, flow cytometry; hits give low values; binding (percent of control), % at 10 µM; actives 0.48% (n = 310,000);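 active means binding more than 3 SD below its plate's average and above zero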;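 further: hits lower antibody fragment binding to DSG3; some compounds called inactive have numbers as strong as hits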
Target sequence (P32926 whole entry, looked up, the tested form may be a part): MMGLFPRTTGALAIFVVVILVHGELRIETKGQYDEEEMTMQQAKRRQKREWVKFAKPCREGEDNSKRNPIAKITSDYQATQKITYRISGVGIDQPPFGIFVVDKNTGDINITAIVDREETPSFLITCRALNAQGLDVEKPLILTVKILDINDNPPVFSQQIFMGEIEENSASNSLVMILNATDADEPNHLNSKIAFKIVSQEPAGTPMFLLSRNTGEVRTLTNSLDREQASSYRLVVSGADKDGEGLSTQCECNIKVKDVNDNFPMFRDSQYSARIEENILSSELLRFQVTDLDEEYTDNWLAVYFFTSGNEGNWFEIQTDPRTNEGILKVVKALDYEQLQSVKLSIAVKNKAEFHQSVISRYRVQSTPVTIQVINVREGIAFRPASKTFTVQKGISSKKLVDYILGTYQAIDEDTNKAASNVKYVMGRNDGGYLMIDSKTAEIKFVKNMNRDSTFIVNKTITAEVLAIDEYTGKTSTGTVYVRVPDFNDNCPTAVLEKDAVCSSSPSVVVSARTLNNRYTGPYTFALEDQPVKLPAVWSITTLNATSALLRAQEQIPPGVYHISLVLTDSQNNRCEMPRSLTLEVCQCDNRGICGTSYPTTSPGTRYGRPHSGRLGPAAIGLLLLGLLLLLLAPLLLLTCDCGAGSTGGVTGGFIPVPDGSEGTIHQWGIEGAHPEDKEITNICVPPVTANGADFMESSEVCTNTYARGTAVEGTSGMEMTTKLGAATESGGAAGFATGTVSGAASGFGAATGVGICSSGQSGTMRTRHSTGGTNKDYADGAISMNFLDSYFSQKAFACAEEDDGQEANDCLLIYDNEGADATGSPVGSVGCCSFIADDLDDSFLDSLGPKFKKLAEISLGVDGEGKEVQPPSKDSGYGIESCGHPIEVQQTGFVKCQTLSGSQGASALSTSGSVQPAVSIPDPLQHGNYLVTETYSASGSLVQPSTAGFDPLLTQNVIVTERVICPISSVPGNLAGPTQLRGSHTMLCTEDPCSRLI
HTR5A inv ctr – HTR5A inverse agonism, opioid heterodimer counter-screen; actives 0.083% (n = 340,000); HTR5A cell line, luminescence; AID 504634; P47898; inhibition, % at 9.3 µM; in the data active means inhibition mostly above about 23%, no sharp cut-off; inactive means mostly below about 18%;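 further: 0% = cells with DMSO and 100% = no-cell wells with DMSO; some compounds called inactive have numbers as strong as hits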
AddAB inh – less growth of phage-infected E. coli with AddAB; E. coli expressing H. pylori AddAB, absorbance growth; inhibition, % at 11.9 µM; actives 0.29% (n = 330,000); in the data active means inhibition above about 12%;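 further: 0% = vehicle wells of infected cells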
OPRM1-OPRD1 ag – OPRM1-OPRD1 heterodimerization agonism. P35372+P41143. cells, luminescence. actives 0.3% (n = 340,000). activation, % at 9.3 µM; in the data active means activation above about 18%;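 further: 0% = vehicle-treated cells and 100% = reference agonist; values of inactives mirror those of a sister screen read the other way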
PKA-R1A activ – activators of PKA-R1A complex; PKA-R1A dissociation, Cy5-IP20 fluorescence polarization; scaled: DMSO 0%, 113 µM cGMP 100%; P00514+P68181; activation, % at 11.4 µM; AID 504707; actives 0.083% (n = 340,000);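 active means percent activation above the mean of all tested compounds plus 3 SD, cut at about 19% in these data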;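 further: higher means more PKAc released from R1A so a rise in polarization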
OPRM1-OPRD1 inv – inverse agonist of human OPRM1-OPRD1 heterodimerization | actives 0.21% (n = 340,000) | inhibition, % at 9.3 µM | cell-based MOR-DOR heterodimer luminescence, inverse agonism | AID 504357; in the data active means inhibition above about 22%, passing the limit was not always enough;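 further: 0% = cells with DMSO and 100% = wells without cells with DMSO; values of inactives mirror those of a sister screen read the other way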
phage Ecoli inh – E. coli growth loss with phage present; growth absorbance; inhibition, % at 11.9 µM; actives 0.26% (n = 360,000); in the data active means inhibition above about 11%
PfHsp90 set2 – growth inhibition of yeast expressing Plasmodium Hsp90 | S. cerevisiae expressing PfHsp90, BacTiter-Glo ATP, 48 h; yeast lacking PDR1 and PDR3 efflux regulators | actives 0.32% (n = 310,000) | inhibition, % at 9.4 µM;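 active means every replicate shows inhibition above about 80%, whatever the replicate mean, limit read from the data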;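 further: 0% = DMSO neutral controls and 100% = 20 µM radicicol positive controls; yeast relying on Plasmodium falciparum Hsp90 in place of its own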
HTR5A ag ctr – activates human HTR5A in OPRM1-OPRD1 agonist counter-screen | activation, % at 9.3 µM | P47898 | actives 0.61% (n = 340,000) | HTR5A agonist assay, luminescence, cell-based; in the data active means activation mostly above about 9.5%, no sharp cut-off; inactive means mostly below about 7.6%;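 further: 0% = cells with vehicle only and 100% = reference agonist; strong numbers were not always called active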
SUMO Mot1 rescue – blocks SUMOylation pathway, rescuing yeast Mot1-301 growth; growth rescue, % at 18.8 µM; actives 1% (n = 320,000); S. cerevisiae Mot1-301 growth rescue, ATP luminescence, 38.5C; percent above DMSO median, 100 means doubled;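 active means every valid replicate shows activation above 250% relative to neutral control wells; inactive means the rest, any valid replicate at or below 250%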;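 further: OY570 slx delta 5 strain wells were the positive control but not used for scaling; some compounds called inactive have numbers as strong as hits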
E coli growth – bacterial growth inhibition, counter-screen for AddAB inhibitors. E. coli V3065 growth, OD600 absorbance, 18 h. inhibition, % at 11.9 µM. actives 0.27% (n = 330,000);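 active means inhibition above the campaign's mean inhibition across all tested compounds plus 3 SD, cut at about 9.9% in these data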;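 further: uninfected addAB+ strain grown without phage in ampicillin broth; 0% = DMSO wells and 100% = ciprofloxacin 0.95 µg/ml wells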
* = called active by the depositor; · = not tested or not shown.

SMILES	DSG3 Ab inh	HTR5A inv ctr	AddAB inh	OPRM1-OPRD1 ag	PKA-R1A activ	OPRM1-OPRD1 inv	phage Ecoli inh	PfHsp90 set2	HTR5A ag ctr	SUMO Mot1 rescue	E coli growth
C/C(=N\NC(=O)c1nnn(-c2nonc2N)c1C(C)C)c1cc(C)sc1C	114	12	1.9	5.6	-9	-28	0.2	-22	-3	14	-0.7
C=CCSc1ncc(C(=O)OCC)c(N)n1	103	-4	2.9	0.5	1	-3	2.4	-20	2	2	1.0
CC(OC(=O)CSc1ccccc1)C(=O)NC1CCCCC1C (configuration not stated)	88	6	·	-2.0	5	13	-0.1	·	5	·	·
O=C(COC(=O)COc1ccc(Br)cc1)NCc1ccccc1	·	-8	-2.8	-2.0	-1	8	4.0	-10	3	2	-3.4
CC(C)C(=O)NCc1cc(-c2ccccc2)no1	96	4	1.5	0.7	1	-3	2.2	13	1	13	0.4
O=C(Cn1cccc1C(=O)c1ccccc1)NCCc1ccc(Cl)cc1	·	-51	2.7	0.2	3	-1	1.9	-14	6	314*	-3.6
CC1CCN(C(=O)C2CCC(C)(C(=O)O)C2(C)C)CC1 (configuration not stated)	110	31	3.2	1.1	2	-6	0.7	-10	-4	-10	1.2
Cc1sc2nc(C(C)C)nc(SCC(=O)NCc3ccco3)c2c1C	96	-3	1.6	3.2	-6	-19	1.8	-60	1	2	-0.1
Cc1cccn2c(=O)c(/C=C(\C#N)C(N)=O)c(N3CCCCCC3)nc12	99	3	-2.7	-1.8	4	8	1.4	-12	-1	-17	-3.7
CCOC(=O)N1CCN(C(=O)CN(c2ccc(Cl)c(C(F)(F)F)c2)S(C)(=O)=O)CC1	102	17	0.9	-0.2	-6	1	1.5	·	2	-11	-0.9
CC/C(=N/Nc1ccccc1C)c1cnnc(SC)n1	108	9	0.8	-1.6	-3	9	2.5	12	2	17	-1.6
COc1cc(OC)c(C(=O)O/N=C(\N)c2ccccn2)cc1OC	85	14	0.2	-0.6	4	3	0.6	3	-4	327*	-1.6
Cc1ccc(Sc2cnccc2C#N)cc1	85	-3	0.6	-0.1	-11	1	1.8	-27	1	618*	1.4
CC(=O)SC1CC(=O)C=C2CCC3C4CCC(=O)OC4(C)CCC3C21C (configuration not stated)	99	3	·	-2.7	0	14	1.1	·	-1	·	·
CCC(CO)NCc1cc(OC)c(OCC(=O)NCCc2ccccc2)cc1Br (configuration not stated)	98	-22	0.2	-1.6	2	10	2.4	-17	8	0	-1.5
C=C1C(C(=O)Nc2ccc(OC)cc2)C1C(=O)Nc1ccc(OC)cc1 (configuration not stated)	95	7	1.0	-2.0	-5	11	1.4	0	-2	12	0.8
CC(C)(CO)NCC(O)Cn1cc(C=O)c2ccccc21 (configuration not stated)	105	3	0.0	-0.8	-2	4	3.5	14	4	-12	2.7
Cc1ccc(OCC(=O)Oc2cccc(C)c2C)cc1	102	-13	-1.9	1.7	0	-8	0.1	5	4	19	0.1
COc1ccccc1CC(=O)NC1CCN(Cc2ccccc2)CC1	98	-4	-0.6	-1.3	-5	8	0.8	0	1	-9	-1.6
O=C(COC(=O)c1ccccn1)Nc1ccccc1Cl	·	-5	4.1	-2.3	-3	10	0.9	-15	2	-7	0.2
CSc1cccc(NC(=O)C2CCN(S(=O)(=O)c3ccc4c(c3)NC(=O)CO4)CC2)c1	104	-8	1.3	-3.3	-3	17	-0.2	-30	3	-2	1.4
CCCC(=O)Nc1ccccc1-c1nnc(SCC)[nH]c1=O	104	-8	-1.2	-2.5	-8	13	0.6	0	6	12	-1.3
Cc1sc2ncn(CC(=O)NCCCC(=O)N3CCN(c4ccccc4)CC3)c(=O)c2c1C	107	-13	-0.3	-0.6	-8	3	2.8	-10	2	-4	0.1
CCC(C)Sc1nc2c(cnn2-c2ccccc2)c(=O)[nH]1 (configuration not stated)	105	-18	-0.9	8.9	-15	-46	0.5	10	6	10	-2.2
Cc1cc2cc(C(c3nnnn3C(C)(C)C)N(Cc3ccco3)CC3CCCO3)c(=O)[nH]c2cc1C (configuration not stated)	99	-7	1.6	-2.2	-4	10	-0.4	-17	3	10	4.5
CCn1c(C)cc(/C=C2/NC(=O)N(CC(=O)Nc3cccc(C)c3)C2=O)c1C	95	18	2.8	-3.0	-3	16	3.5	-4	3	-2	-2.8
O=C(NCCCN1CCCC1=O)c1ccc2c(c1)NC(=O)c1ccccc1S2	105	5	-0.2	-1.1	-2	6	1.4	11	-2	1	1.7
COCCNC(=O)C1CCCN(c2ncccn2)C1 (configuration not stated)	·	-4	-0.7	-2.1	-4	12	3.1	-12	-1	8	-1.8
CCCCCNC(=O)C(C)NS(=O)(=O)c1ccc(OC)cc1 (configuration not stated)	112	3	3.4	-0.4	-5	2	1.4	-17	-2	-11	-0.6
COc1ccc(OC(=O)c2cccnc2)cc1	108	6	1.8	0.2	4	-1	0.1	0	-2	4	-0.1
COC(C)(C)[C@]12CC(O)(c3ccccc3)ON1[C@H]1CCCCC1N2O (some centres not stated)	98	-1	2.5	-2.4	4	14	2.5	-14	-2	-7	1.5
Cc1c(C(=O)OCC(=O)NCCN2C(=O)CSC2=O)oc2c1ccc1ccccc12	99	-3	1.7	-1.7	-6	9	3.9	10	1	·	-1.6
CC(C)=CC(=O)Nc1nnc(C)s1	100	2	-1.2	-2.6	-10	14	1.9	1	-1	111	0.0
Cc1ccc(S(N)(=O)=O)cc1NC(=O)C(c1ccccc1)c1ccccc1	113	2	2.5	-0.5	0	3	2.1	-26	0	-12	-4.0
CCCC[C@@H]1CNC(=S)N1CCC12CC3CC(CC(C3)C1)C2	107	2	-1.1	1.6	0	-9	1.4	0	2	5	-3.5
Cc1ccc(C(O)P(=O)(OCc2ccccc2)c2ccc(N(C)C)cc2)cc1 (configuration not stated)	·	-14	-1.3	-3.2	1	16	1.2	-11	6	62	-1.8

Complete entries from above:
CCn1c(C)cc(/C=C2/NC(=O)N(CC(=O)Nc3cccc(C)c3)C2=O)c1C reads DSG3 Ab inh = 95; HTR5A inv ctr = 18; AddAB inh = 2.8; OPRM1-OPRD1 ag = -3.0; PKA-R1A activ = -3; OPRM1-OPRD1 inv = 16; phage Ecoli inh = 3.5; PfHsp90 set2 = -4; HTR5A ag ctr = 3; SUMO Mot1 rescue = -2; E coli growth = -2.8
COCCNC(=O)C1CCCN(c2ncccn2)C1 (configuration not stated) reads DSG3 Ab inh = ·; HTR5A inv ctr = -4; AddAB inh = -0.7; OPRM1-OPRD1 ag = -2.1; PKA-R1A activ = -4; OPRM1-OPRD1 inv = 12; phage Ecoli inh = 3.1; PfHsp90 set2 = -12; HTR5A ag ctr = -1; SUMO Mot1 rescue = 8; E coli growth = -1.8

Next entries follow:
SMILES	DSG3 Ab inh	HTR5A inv ctr	AddAB inh	OPRM1-OPRD1 ag	PKA-R1A activ	OPRM1-OPRD1 inv	phage Ecoli inh	PfHsp90 set2	HTR5A ag ctr	SUMO Mot1 rescue	E coli growth
CN(CC(=O)Nc1cccc(F)c1)C(=O)C1(c2ccccc2)CC1	112	-7	1.3	-2.9	7	11	1.3	·	14*	83	1.2
CCOC(=O)N1CCN(C(=O)Nc2ccc(NC(=O)N3CCN(C(=O)OCC)CC3)cc2)CC1	108	11	0.2	-2.2	-5	11	3.6	-5	-4	256	-1.5
COc1cccc(NC(=O)CSc2nnc(-c3ccco3)c(-c3ccco3)n2)c1	·	-11	2.0	3.7	-1	-24	1.8	-93	-2	199	0.9
COc1ccccc1CNC(=O)CN1C(=O)C(C)N(c2ccc(C)cc2)C1=O (configuration not stated)	·	16	-1.9	-0.3	4	2	3.2	4	1	10	-1.3
CC(NC(=O)CN(c1ccc(Cl)cc1)S(C)(=O)=O)c1ccccc1 (configuration not stated)	111	11	1.3	-1.2	10	7	-0.1	16	7	6	-0.8
COc1cc(C(=O)N[C@H](C(=O)NC2CCCc3ccccc32)C(C)C)cc(OC)c1OC (some centres not stated)	·	-3	1.0	-2.4	-2	10	2.5	-22	1	7	1.2
Cc1ccc(S(=O)(=O)N(C)C)cc1NC(=O)c1sccc1Cl	103	-31	0.8	-2.2	-1	12	2.7	-20	-4	-4	-2.3
Cc1cc(=O)n2c(ccc3ccccc32)c1C#N	104	21	1.6	-0.6	8	3	2.7	7	-3	-5	-0.3
CC(Oc1ccc2cc(-c3ccccc3)c(=O)oc2c1)C(=O)NCC1CCC(C(=O)O)CC1 (configuration not stated)	105	6	4.9	-0.4	0	2	4.3	-5	2	743*	4.3
Clc1ccc(N2N=C(c3cccs3)CC2c2ccco2)cc1 (configuration not stated)	103	1	2.7	2.1	-1	-10	4.1	-8	1	194	-1.6
CCNc1nc(C)c(CN(C(C)=O)c2ccccc2)nc1C#N	104	10	0.3	-2.4	-15	15	1.5	3	-4	-8	-3.9
CCCn1c(N)c(N(CCOC)C(=O)c2cc(C)cc(C)c2)c(=O)[nH]c1=O	104	8	3.4	-0.6	10	3	-1.2	-34	-4	1	-3.5
COc1ccc(CCN(C)CC(O)COc2ccc(C(C)=O)cc2OC)cc1OC (configuration not stated)	·	-10	-0.5	-0.4	-4	3	-0.3	13	2	4	-0.8

SUMO Mot1 rescue, what is marked active above.
Molecule	DSG3 Ab inh	AddAB inh	OPRM1-OPRD1 ag	PKA-R1A activ	OPRM1-OPRD1 inv	phage Ecoli inh	SUMO Mot1 rescue
O=C(Cn1cccc1C(=O)c1ccccc1)NCCc1ccc(Cl)cc1	·	2.7	0.2	3	-1	1.9	314*
COc1cc(OC)c(C(=O)O/N=C(\N)c2ccccn2)cc1OC	85	0.2	-0.6	4	3	0.6	327*
Cc1ccc(Sc2cnccc2C#N)cc1	85	0.6	-0.1	-11	1	1.8	618*
CC(Oc1ccc2cc(-c3ccccc3)c(=O)oc2c1)C(=O)NCC1CCC(C(=O)O)CC1 (configuration not stated)	105	4.9	-0.4	0	2	4.3	743*
